# Screening data as filed in PubChem.
# FEN1 inhibitor = inhibitors of human flap endonuclease 1; Recombinant FEN1 flap cleavage, fluorescence, 15 min; Potency, µM (top dose mostly 114 µM), for the others: at the highest dose activity change, negative = inhibition, actives largely listed as inhibitors; actives 0.35% (n = 390,000); note: nearly all actives have a fitted effect of over 65% in size
#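 Nuclease activity of 10 nM FEN1 was measured after 15 min of room-temperature exposure to titrated compounds, by adding 50 nM flap substrate and reading plates at 0 and 15 min.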
# KAT2A inh = inhibitors of human GCN5L2 histone acetyltransferase; Q92830; GCN5L2 HAT assay, ThioGlo1 CoA-SH fluorescence; Potency, µM (highest dose often 58.9 µM), without a hit: at the highest dose activity change, negative = inhibition, usual class: inhibitors; actives 0.21% (n = 390,000)
# Target sequence (Q92830 whole entry, looked up): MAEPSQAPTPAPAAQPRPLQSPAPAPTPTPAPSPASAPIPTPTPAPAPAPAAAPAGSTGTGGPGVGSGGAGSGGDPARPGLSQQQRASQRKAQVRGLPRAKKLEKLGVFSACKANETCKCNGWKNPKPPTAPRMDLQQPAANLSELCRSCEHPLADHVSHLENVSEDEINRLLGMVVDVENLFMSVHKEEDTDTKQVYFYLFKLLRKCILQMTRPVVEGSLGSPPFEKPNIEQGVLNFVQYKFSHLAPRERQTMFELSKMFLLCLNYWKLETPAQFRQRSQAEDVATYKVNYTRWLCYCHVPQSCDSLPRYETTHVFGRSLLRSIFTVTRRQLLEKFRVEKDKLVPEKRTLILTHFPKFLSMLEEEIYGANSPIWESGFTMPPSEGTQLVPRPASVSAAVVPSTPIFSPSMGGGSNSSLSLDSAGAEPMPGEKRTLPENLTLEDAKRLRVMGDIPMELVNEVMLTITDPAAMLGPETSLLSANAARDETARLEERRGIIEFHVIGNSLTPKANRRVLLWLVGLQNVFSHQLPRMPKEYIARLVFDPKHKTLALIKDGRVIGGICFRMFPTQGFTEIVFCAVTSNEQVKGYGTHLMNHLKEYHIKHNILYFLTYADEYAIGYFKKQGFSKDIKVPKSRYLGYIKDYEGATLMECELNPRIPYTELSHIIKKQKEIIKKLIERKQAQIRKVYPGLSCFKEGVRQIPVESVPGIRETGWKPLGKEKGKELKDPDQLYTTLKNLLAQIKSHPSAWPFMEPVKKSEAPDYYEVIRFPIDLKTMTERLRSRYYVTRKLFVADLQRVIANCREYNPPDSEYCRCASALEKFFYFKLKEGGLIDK
#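 Titration-based screen in which CoA formation is detected via maleimide probe ThioGlo1 (50uM) turning fluorescent on thiol reaction; substrates H3(1-25) 75uM and acetyl-CoA 70uM, GCN5L2 20nM, 20 min incubation at room temperature.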
# N370S GC = inhibits or activates N370S mutant glucocerebrosidase; actives 0.092% (n = 330,000); N370S GC spleen homogenate, 4MU-glucoside fluorescence; Potency, µM (titrated, usually from 59.4 µM), for inactives: top-dose activity change, negative = inhibition, actives largely listed as inhibitors; P04062;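 note: 0% = full enzyme activity and -100% = no enzyme basal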
# An asterisk follows results filed as active; u = inconclusive; x = not tested or not shown; & = joins results of further samples; [ ] = another dose, or the depositor's remark. Calls come from the whole dose curve; as a rule, active = well fitted curve in the direction sought with a large enough effect; inconclusive = small, poorly fitted or top-dose-only effect, or another doubt; inactive = no such curve, though single readings can be large; an effect the other way counts as inactive or inconclusive. Unless noted, % is set by controls: 0 for no effect and ±100 for the full control effect; potency is the fitted concentration of half-maximal effect. Not all compounds are listed; the hit share may differ from the screen's.
# Every second line gives: KAT2A inh, N370S GC, FEN1 inhibitor
O=[N+]([O-])/C(C(Cl)=C(Cl)Cl)=C(\Nc1ccc(F)cc1)n1cncn1
  -7%, -4%, x
COC(=O)c1ccc(NC(=O)CN2CCN(c3ccccn3)CC2)cc1
  -5%, 0%, 18%
Cc1csc(NC(=O)CCCNC(=O)c2ccc(Cl)cc2)n1
  -2%, x, -5%
CC(NC(=O)COC(=O)/C=C/c1ccco1)c1ccccc1 (stereo not drawn)
  -1%, 3%, -4%
Cc1c(N2C(=O)CS/C2=N\N=C\c2ccc(Cl)cc2)c(=O)n(-c2ccccc2)n1C
  1%, 3%, 5%
CCCN(Cc1cc2cc(C)ccc2[nH]c1=O)C(=O)c1cccc(Cl)c1
  -7%, x, 0%
COC(=O)c1cc2oc3ccccc3c2n1Cc1ccc(C)cc1
  -5%, x, -3%
Cc1c(NC(=O)C2(C)CCCCC2)c(=O)n(-c2ccccc2)n1C
  -2%, 4%, 7%
COc1cc2c(cc1OC)[C@H](Cc1ccc(O)cc1)NCC2
  -4%, -2%, 3%
Nc1ccc(S(=O)(=O)N2CCCc3ccccc32)cc1
  -12%, 3%, -7%
Fc1cccc(NC(=S)NCc2ccccn2)c1
  3%, 8%, 13%
CC(C)C(N)C(=O)O (stereo not drawn)
  -8%, -5%, x
Cc1cc(NC(=O)CCOc2ccc(F)cc2)no1
  4%, 2%, -5%
COc1ccccc1N1CCN(C(=O)NC23CC4CC(CC(C4)C2)C3)CC1
  -2%, 3%, 2%
Cc1ccc(-n2ncc3c(N4CCC(Cc5ccccc5)CC4)ncnc32)cc1C
  -3%, x, 1%
COC(=O)C1=C(C)Nc2ncnn2C1c1ccc(OCc2ccccc2)cc1 (stereo not drawn)
  -6%, 2%, -2%
COc1ccc(OC)c(C(=O)N2CCC(CCC(=O)NC3CC3)CC2)c1
  -4%, -1%, 0%
CC1CCC(C(C)C)C(OCC(O)CN2CCOCC2)C1 (stereo not drawn)
  -7%, 0%, -3%
Cc1ccc(NC(=O)C2=C(c3ccccc3)S(=O)(=O)CCS2(=O)=O)cc1
  u, -7%, 1%
Cc1nc(-c2nnc(SCC(=O)Nc3cc(C(F)(F)F)cc(C(F)(F)F)c3)n2C)cs1
  -1%, 1%, 15%
O=C(Nc1ccc(F)c(F)c1)c1ccc(F)c(S(=O)(=O)N2CCC3(CC2)OCCO3)c1
  3%&-5%, 1%, -17%&-19%
Cc1n[nH]c(=O)c2c(NC(=O)COC(=O)c3cc(F)cc(F)c3)oc(C)c12
  0%, -3%, -3%
Cc1ccc(N2CC(=O)Nc3c(sc4nc(C)cc(C)c34)C2=O)cc1
  1%, -8%, -6%
CCN(CC)c1nc(-c2ccccn2)nc(-c2ccccc2)c1C#N
  1%, 18%, -9%
CCSc1nc(-c2ccccc2)c2cc(Cl)ccc2n1
  -6%, -7%, -7%
O=C(NN=C1C2CC3CC(C2)CC1C3)c1cccc(S(=O)(=O)N2CCOCC2)c1
  1%, -2%, -7%
COc1cccc(CNC(=O)C(=O)NCC2OCCCN2S(=O)(=O)c2cc(C)ccc2C)c1 (stereo not drawn)
  -27%, -1%, 4%
Cc1ccc2c(CC(=O)Nc3ccc(S(=O)(=O)N4CCCCC4)cc3)coc2c1
  -12%, x, -7%
CCCc1cc(C(=O)NC2CCCC2)no1
  -1%, 3%, 23%
COc1ccccc1N1CCN(C(=O)Cn2cnc3c2c(=O)n(C)c(=O)n3C)CC1
  -10%, 5%, -1%
Cc1ccc(S(=O)(=O)n2nc(OC(=O)C3CCCCC3)cc2N)cc1
  -5%, 2%, 0%
O=C(OCn1nnc2ccccc2c1=O)c1cccnc1
  -2%, -5%, 0%
COC(=O)CNC(=O)COC(=O)c1ccc(OC)c([N+](=O)[O-])c1
  1%, -7%, -7%
Cc1ccc2nc(NC(=O)C(NS(=O)(=O)c3cccc4nsnc34)C(C)C)sc2c1 (stereo not drawn)
  -7%, 7%, -9%
COc1ccc(C(=O)Nc2nnc(S(=O)(=O)N(C)Cc3ccccc3)s2)cc1
  1%, 0%, -9%
COC(=O)c1cc(C)cc(=O)o1
  5%, -1%, -4%
Cn1nnnc1Sc1ccc(C(=O)O)cc1[N+](=O)[O-]
  -2%, -1%, -2%
COc1cccc(-c2cc(C(F)(F)F)nc(-n3cc(C)cn3)n2)c1
  -11%, 5%, -21%
CC(C)(C)OC(=O)N1CCC(c2c(C(=O)NCCc3ccsc3)cnn2-c2ccc(F)cc2F)CC1
  1%, x, -19%
CCOC(=O)CCc1c(C)nc2c(c(C)nn2C(C)(C)C)c1C
  -24%, 7%, -25%

# Record cards, as listed above.
# Results for `Fc1cccc(NC(=S)NCc2ccccn2)c1` → KAT2A inh = 3%; N370S GC = 8%; FEN1 inhibitor = 13%
# Results for `Cc1ccc2nc(NC(=O)C(NS(=O)(=O)c3cccc4nsnc34)C(C)C)sc2c1` (stereo not drawn) → KAT2A inh = -7%; N370S GC = 7%; FEN1 inhibitor = -9%

# (listing goes on)
# Every second line gives: KAT2A inh, N370S GC, FEN1 inhibitor
CC(C)CN(CC(C)C)CC(O)COc1ccc([N+](=O)[O-])cc1 (stereo not drawn)
  -4%, 4%, -2%
CCCc1[nH]nc2c1C(c1ccoc1)C(C#N)=C(N)O2 (stereo not drawn)
  -6%, -6%, -1%
COc1cccc(/C=C/C(=O)NNC(=O)c2ccco2)c1OC
  -4%, x, -10%
O=c1[nH]c(S)nc2sc3c(c12)CCCC3
  -20%, 7%, 5%
Nc1c(C(=O)Nc2ccc(OC(F)(F)F)cc2)nnn1Cc1ccccc1
  -2%, x, 18%
COc1ccccc1/C=C/C(=O)NCc1cccnc1
  -4%, 2%, 17%
COc1ccc(OC)c(NC(=O)c2ccc(-c3cccs3)cc2)c1
  -8%, u, -7%
CCn1c(SCC(=O)NC(=O)c2ccccc2OC)nc2ccccc21
  -1%, -3%, -6%
Cc1nnc2c3ccccc3c(-c3cccs3)nn12
  -8%, 18%, -18%
O=C(NCc1ccco1)C(=O)NCc1ccccc1Cl
  -4%, 8%, 6%
CC(C)(C)[C@H]1CCC(=O)N([C@H](CSc2ccc(Br)cc2)Cc2ccccc2)CC1
  3%, x, -6%&10%
O=C(Nc1ccnn1C1CCN(Cc2cccc(OCCO)c2)CC1)c1cccc(F)c1
  -8%, -2%, -15%
COc1cc2c(=O)n(Cc3ccccc3)c(=O)n(CC(=O)Nc3cc(C(F)(F)F)ccc3Cl)c2cc1OC
  1%, x, 50%[activator]
CN1C(=O)c2ccc(C(=O)Nc3cccnc3)cc2C1=O
  -28%, -6%, -4%
CCN(CC)S(=O)(=O)c1ccc(N)cc1
  18%, 3%, 6%
COCC(C)n1c(C)cc(C(=O)COC(=O)c2nn(C)c(=O)c3ccccc23)c1C (stereo not drawn)
  -3%, x, 0%
CC(=O)N1CCN(CC(=O)Nc2cc(S(=O)(=O)N3CCCCC3)ccc2C)CC1
  -3%, x, 15%
COc1ccc(NS(=O)(=O)c2ccc(O)c(C(=O)OCC(=O)N3CC(C)OC(C)C3)c2)cc1 (stereo not drawn)
  -2%, -4%, -1%
COc1ccc(NC(=S)N2CCCC(c3nc4ccc(C)cc4[nH]3)C2)c(OC)c1 (stereo not drawn)
  0%, 14%, -5%
CCOC(=O)c1sc2nc(C)nc(Nc3ccccc3)c2c1C
  2%, 7%, 8%
Nc1cccc(C(=O)Nc2ccco2)c1
  -7%, -1%, -5%
O=C(CCCl)Nc1nc2c(s1)CCc1ccccc1-2
  -5%, -3%, -22%
N#Cc1nc(-c2ccccc2)oc1NCCN1CCCCC1
  u, -3%, -9%
CN(C)c1nc(-c2cccnc2)nc(-c2ccc(Cl)cc2)c1C#N
  -15%, 14%, 0%
CNC(=O)Nc1ccc(S(N)(=O)=O)cc1
  -3%, -2%, 12%
COc1cccc2c(C)c(C(=O)O)[nH]c12
  -14%, -2%, u
CCC(=O)NNc1ncnc2c1cnn2-c1cccc(C)c1
  -12%, 5%, -4%
O=C(O)CCCC(=O)N1N=C(c2c(-c3ccccc3)c3cc(Cl)ccc3[nH]c2=O)CC1c1cccs1 (stereo not drawn)
  0%, -28%, 3%
CCCCNC(=O)c1nn2c(C(F)(F)F)cc(-c3ccc(OC)cc3)nc2c1Br
  2%, 18%, -15%
CN(C(=O)c1ccccn1)C1(C(=O)NC2CCCCC2)CCCCC1
  -2%, 13%, -14%
O=S(=O)(c1ccccc1Cl)N1CCCC1c1nc(-c2cccc(Cl)c2)no1 (stereo not drawn)
  -8%, 10%, -11%
COc1cc(=O)[nH]c(SCC(=O)Nc2nc3c(s2)CCCC3)n1
  -1%, -2%, -8%
CCc1nnc(NC(=O)c2ccc(OC)cc2)s1
  -4%, 5%, 8%
O=[N+]([O-])c1ccc(Cl)c(S(=O)(=O)/N=C(/c2ccccc2)N2CCOCC2)c1
  -4%, 5%, -1%
Cc1nc(SCC(C)C)[nH]c(=O)c1Cc1ccccc1
  u, u, 31%
C[C@H](NC(=O)c1ccc(Br)cc1)C(=O)NCc1ccc(S(N)(=O)=O)cc1
  -2%, 13%, -9%
COc1ccc(CC(=O)Nc2ccc(-c3cn4ccccc4n3)cc2)cc1
  -11%, -24%, 2%
CN(c1ccc(C(=O)NCc2ccncc2)cc1)S(=O)(=O)c1ccc(Cl)cc1
  u, -8%, -1%
Cc1ccc(C(=O)Nc2ccc(-n3c(C)nc4ccccc4c3=O)cc2)cc1[N+](=O)[O-]
  -10%, x, 9%
O=C(CSc1nnc(NC(=O)c2c(F)cccc2F)s1)Nc1ccc(F)cc1
  -7%, 18%, 2%

# Sorted by formula weight (highest first): some entries from above
# Every second line gives: KAT2A inh, N370S GC, FEN1 inhibitor
CC(C)CN(CC(C)C)CC(O)COc1ccc([N+](=O)[O-])cc1 (stereo not drawn)
  -4%, 4%, -2%
Cc1nnc2c3ccccc3c(-c3cccs3)nn12
  -8%, 18%, -18%
COc1cccc2c(C)c(C(=O)O)[nH]c12
  -14%, -2%, u

# Further structures
# Every second line gives: KAT2A inh, N370S GC, FEN1 inhibitor
CCC(C(=O)OCC(=O)Nc1cccc(C(C)=O)c1)c1ccccc1 (stereo not drawn)
  2%, -3%, -21%
O=C(Cc1cn2ccsc2n1)OCc1ccccc1
  -10%, 1%, 0%
CCn1cc(C(=O)N[C@H](C(=O)NCCCN2CCOCC2)C(C)C)c(=O)c2cc3c(cc21)OCO3
  -9%, -9%, -12%
COC(=O)COc1ccc(S(=O)(=O)N2CCOCC2)cc1
  -14%, u, 4%
CCC1S/C(=N/N=C/c2cccs2)NC1=O (stereo not drawn)
  -2%, 1%, 2%
CC(C)C1Oc2ccccc2N(CC(=O)N(C)C2CCCCC2)C1=O (stereo not drawn)
  0%, -3%, 12%
CC(C)c1nc(SCc2ccccn2)c2c(=O)n(C)c(=O)n(C)c2n1
  u, 0%, -10%
CC(=O)Nc1ccc(Cl)cc1C1COC(=O)C1=N (stereo not drawn)
  2%, 3%, -8%
C=C[C@@]1(C)CC(=O)[C@@]2(O)[C@@]3(C)[C@@H](O)CCC(C)(C)[C@@H]3[C@H](O)[C@H](OC(C)=O)[C@@]2(C)O1
  -20%, 16%, x
O=C(NCc1ccco1)c1ccc(Cn2c(SCc3ccccc3F)nc3cccnc32)cc1
  -4%, x, -22%
O=C(CCCn1c(=O)c2ccccc2n(Cc2cccc(F)c2)c1=O)NCc1ccccc1Cl
  -6%, x, 0%
CCC(C)[C@H](NC(=O)NCc1cccc(OC)c1)C(=O)O (stereo partly drawn)
  -3%, -1%[2.35 µM], -12%
Cc1noc(C)c1NC(=O)Nc1cccc2c1O[C@@H](CN(C)C)[C@@H](C)CN([C@H](C)CO)C2=O
  1%, x, -8%
Cc1cc(C)c(NC(=O)Cn2c(=O)n(Cc3ccc(C(=O)NCc4ccco4)cc3)c(=O)c3sccc32)c(C)c1
  u, x, -22%
O=C(CN1C(=O)CSc2ccc(S(=O)(=O)N3CCCCC3)cc21)NCc1cccnc1
  2%, 19%, 0%
C=C(C)COc1ccc(-c2n[nH]c(C)c2-c2ccccc2)c(O)c1
  -12%, u, u
CCOC(=O)c1cnc(SCC(=O)Nc2nnc(CC)s2)nc1N
  -2%, -11%, -7%
O=C(Nc1cccc(C(=O)OCc2cc(=O)n3nc(C4CC4)sc3n2)c1)c1cccc(Cl)c1
  -1%, x, 3%
CN(C)c1ccc(P(=O)(OCc2ccccc2)C(O)c2ccccc2)cc1 (stereo not drawn)
  0%, -2%, -3%
O=C(Nc1ccccc1O)c1ccc(NC(=O)C2CC2)cc1
  u, -7%, 11%
CCOC(=O)C1CCCN(C2CC(=O)N(c3ccc(C(C)C)cc3)C2=O)C1 (stereo not drawn)
  -28%, 1%, -12%
